Compound activity (PubChem)
PI4K2A block: qHTS for small molecular inhibitors of PI4K2A; Phosphatidylinositol 4-kinase type 2-alpha (Homo sapiens), Q9BTU6; purified PI4K2A, ADP-Glo luminescence, 1 h; hits give low values; activity change, negative = inhibition, % at 76.9 µM; actives 0.13% (n = 420,000); AID 1346378, 2018; in the data active = activity change below about -50%; inconclusive = mostly about -30% to -49%;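 also: -100% = wells without enzyme as full effect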
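ADP-Glo luminescence measured ADP generated by PI4K2A enzyme (4 ug/mL before mixing) with 1.2 mM PI substrate (pre-mix) and 300 microM ATP (pre-mix). Tris pH7.5 buffer with MgCl2, Triton X-100; 1 h reaction at ambient temperature.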
GLS inhibitor: qHTS for Inhibitors of Glutaminase (GLS) | Glutaminase kidney isoform, mitochondrial (Homo sapiens), O94925 | GLS enzymatic activity, qHTS titration | Potency, µM (doses to about 45.5 µM), without a hit: at the highest dose activity change, negative = inhibition, most hits filed as inhibitors | actives 0.21% (n = 410,000); also: potency is read from the fitted curve at half-maximal effect; % is scaled to controls: 0 for no effect and ±100 for the full control effect
Target sequence (O94925 whole entry, looked up, canonical isoform): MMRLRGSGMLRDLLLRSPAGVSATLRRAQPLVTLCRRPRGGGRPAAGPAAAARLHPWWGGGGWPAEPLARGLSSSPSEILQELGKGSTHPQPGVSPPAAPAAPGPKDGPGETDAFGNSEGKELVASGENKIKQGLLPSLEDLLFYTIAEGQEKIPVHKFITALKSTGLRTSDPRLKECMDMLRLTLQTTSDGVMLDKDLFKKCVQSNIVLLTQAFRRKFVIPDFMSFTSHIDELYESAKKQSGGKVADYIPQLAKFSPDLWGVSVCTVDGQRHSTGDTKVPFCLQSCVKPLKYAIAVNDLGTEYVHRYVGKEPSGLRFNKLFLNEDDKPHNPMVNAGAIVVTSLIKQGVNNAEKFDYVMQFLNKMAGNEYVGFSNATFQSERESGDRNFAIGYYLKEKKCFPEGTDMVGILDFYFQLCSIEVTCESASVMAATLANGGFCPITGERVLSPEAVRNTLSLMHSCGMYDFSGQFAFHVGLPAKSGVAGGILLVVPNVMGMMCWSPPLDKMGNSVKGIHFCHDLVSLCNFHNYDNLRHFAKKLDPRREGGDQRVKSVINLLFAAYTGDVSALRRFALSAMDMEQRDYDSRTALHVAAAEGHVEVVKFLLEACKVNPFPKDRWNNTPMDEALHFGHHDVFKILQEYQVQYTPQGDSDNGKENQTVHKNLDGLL
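Two-point fluorescence kinetic (t0, 30 min RT) for hKGA; glutamate detected via glutamate oxidase–HRP–Amplex Red. Substrate: 1 mM L-glutamine solution; buffer 45 mM KH2PO4, pH 8.2.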
Pin1 inh: qHTS Assay to Find Inhibitors of Pin1; Potency, µM (highest dose often 115 µM), without a hit: at the top dose activity, negative = inhibition, hits mostly inhibitors; Pin1 FP peptide displacement, HiFluor488, 10 min; Peptidyl-prolyl cis-trans isomerase NIMA-interacting 1 (Homo sapiens), Q13526; actives 0.009% (n = 390,000); active = well fitted inhibition curve with a large enough effect in the polarisation, with a control signal flat, not every such curve was filed as active; inconclusive = small, poorly fitted or top-dose-only effect, or effect the other way, or a change in a side signal; inactive = no such curve, though single readings can be large or run the other way; the % refers to the polarisation; also: potency is read from the fitted curve at half-maximal effect; % is scaled to controls: 0 for no effect and ±100 for the full control effect
Target sequence (Q13526 whole entry, looked up): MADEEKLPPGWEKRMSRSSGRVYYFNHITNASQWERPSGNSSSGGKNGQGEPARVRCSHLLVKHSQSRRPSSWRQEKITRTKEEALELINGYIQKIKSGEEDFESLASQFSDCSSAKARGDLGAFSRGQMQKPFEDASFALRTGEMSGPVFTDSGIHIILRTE
HP1b chromo inh: HTS for Inhibitors of HP1-beta Chromodomain Interactions with Methylated Histone Tails. Chromobox protein homolog 1 (Homo sapiens), P83916. AlphaScreen HP1-beta / biotin-H3K9me3 peptide binding. Potency, µM (doses to about 114 µM), without a hit: at the highest dose activity change, negative = inhibition, actives largely listed as inhibitors. actives 0.56% (n = 390,000). AID 540317, 2011; also: potency is read from the fitted curve at half-maximal effect; nearly all actives have a fitted effect of over 70% in size; inactives centre near 23
Target sequence (P83916 whole entry, looked up): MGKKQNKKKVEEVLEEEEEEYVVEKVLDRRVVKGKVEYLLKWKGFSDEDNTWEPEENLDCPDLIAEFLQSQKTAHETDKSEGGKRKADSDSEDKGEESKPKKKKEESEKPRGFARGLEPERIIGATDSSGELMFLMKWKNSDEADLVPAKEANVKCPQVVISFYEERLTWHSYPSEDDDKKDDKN
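AlphaScreen: HP1-beta (50 nM) preformed 30 min with biotin-H3(1-18)K9me3 peptide (50 nM) in PBS pH 7.4, 0.01% Tween-20. Compound added for 30 min at RT, then streptavidin donor/nickel chelate acceptor beads (10 ug/mL) for 30 min.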
G9a block: qHTS Assay for Inhibitors of Histone Lysine Methyltransferase G9a. Histone-lysine N-methyltransferase EHMT2 (Homo sapiens), Q96KQ7. G9a H3K9 monomethylation, AlphaScreen, 2 h. Potency, µM (titrated, usually from 102 µM), for the others: at the top dose activity, negative = inhibition, most hits filed as inhibitors. actives 8.8% (n = 350,000); also: potency is read from the fitted curve at half-maximal effect; % is scaled to controls: 0 for no effect and ±100 for the full control effect; nearly all actives have a fitted effect of over 75% in size
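Chemiluminescent proximity detection of H3K9 monomethylation, read after 10 min bead incubation in the dark. Reaction: 20 nM G9a, 500 nM biotin-H3K9 peptide, 20 uM SAM cofactor, 2 h, room temperature, following 15 min enzyme-compound preincubation.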
POLH inh: qHTS for Inhibitors of Polymerase Eta; recombinant Pol eta, fluorescent DNA replication assay; Potency, µM (titrated, usually from 114 µM), for the others: at the top dose activity change, negative = inhibition, actives largely listed as inhibitors; actives 1.2% (n = 390,000); AID 588591, 2011; also: potency is read from the fitted curve at half-maximal effect; % is scaled to controls: 0 for no effect and ±100 for the full control effect
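Pol eta (10 nM) was preincubated with compounds for 15 min at room temperature, after which fluorescent replication substrate (50 nM final) was added to start the reaction. Fluorescence was read kinetically at 0 and 10 min.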
Tb PGK inh: qHTS Assay to Find Inhibitors of Phosphoglycerate Kinase; PGK/GAPDH coupled, Kinase-Glo luminescence, 60 min; Potency, µM (series often up to 57.5 µM), for the others: at the highest dose activity change, negative = inhibition, hits mostly inhibitors; actives 0.043% (n = 380,000); AID 602233, 2012; also: potency is read from the fitted curve at half-maximal effect; % is scaled to controls: 0 for no effect and ±100 for the full control effect; nearly all actives have a fitted effect of over 60% in size
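Recombinant glycosomal PGK reaction used 1,3-bisphosphoglycerate generated in-well by GAPDH (100nM final) in 100mM TEA pH 7.6, 5mM MgCl2, 0.01% Tween-20. After 60 minutes at room temperature, ATP was read by Kinase-Glo Plus luminescence end-point.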
JMJD2A Tudor: qHTS Assay for Inhibitors of JMJD2A-Tudor Domain; AlphaScreen JMJD2A-Tudor / H3K4me3 peptide binding; Potency, µM (series often up to 114 µM), inactives show at the highest dose activity change, negative = inhibition, most hits filed as inhibitors; actives 4.4% (n = 390,000); also: potency is read from the fitted curve at half-maximal effect; % is scaled to controls: 0 for no effect and ±100 for the full control effect; nearly all actives have a fitted effect of over 50% in size
BAZ2B block: qHTS Assay for Inhibitors of BAZ2B | Potency, µM (titrated, usually from 114 µM), for inactives: at the highest dose activity change, negative = inhibition, usual class: inhibitors | actives 4.4% (n = 360,000) | Bromodomain adjacent to zinc finger domain protein 2B (Homo sapiens), Q9UIF8 | AID 504333, 2011 | AlphaScreen BAZ2B-H3K14Ac peptide displacement; also: potency is read from the fitted curve at half-maximal effect; % is scaled to controls: 0 for no effect and ±100 for the full control effect; nearly all actives have a fitted effect of over 60% in size
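BAZ2B (50 nM) with biotin-H3(5-23)K14Ac peptide (50 nM) in PBS pH 7.4, 0.01% Tween-20, preformed 30 min, then compound 30 min at room temperature; top concentration 110uM. AlphaScreen streptavidin donor/nickel chelate acceptor beads (10 ug/mL final), 20 min dark, signal read.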
Active calls of the source: *; i = inactive; u = inconclusive; x = not tested or not shown; [ ] = remark or other dose. Unless noted, calls follow the shape of the dose curve; as a rule, active = well fitted curve in the direction sought with a large enough effect; inconclusive = small, poorly fitted or top-dose-only effect, or another doubt; inactive = no such curve, though single readings can be large; an effect the other way counts as inactive or inconclusive. An excerpt; rates above refer to the full screens.

SMILES	PI4K2A block	GLS inhibitor	Pin1 inh	HP1b chromo inh	G9a block	POLH inh	Tb PGK inh	JMJD2A Tudor	BAZ2B block
CC1CCCN(S(=O)(=O)c2cnc[nH]2)C1 (stereo not drawn)	2	9%	2%	37%	46%[activator]	-7%	-7%	12%	-1%
CCSc1nnc(NC(=O)C2CCCCC2C(=O)OCC(F)(F)C(F)F)s1 (stereo not drawn)	-5	1%	-9%	13%	u	-13%	i	-1%	6%
O=C(NCC1CCC(C(=O)O)CC1)OCc1ccccc1 (stereo not drawn)	-3	-1%	-4%	27%	1%[0.501 µM]	-12%	-3%	8%	0%
Cc1ccc(-c2cn3c(n2)sc2cc(C(=O)NCc4cccs4)ccc23)c(C)c1	1	2%	0%	133%[activator]	67%[activator][59 µM]	-19%	-4%	68%[activator]	55%[activator]
O=C(Nc1ncc(Cc2cccc(Cl)c2)s1)c1cccs1	2	-1%	25%	-9%	5%	-2%	0%	-36%	-9%
CCc1ccc(C(=O)NNc2ccc(F)cc2F)cc1	0	u	2%	-3%	-124%[59 µM]	-10%	-5%	u	-14%
NC(Cc1ccc(O)cc1)c1cn([C@@H](CCC(=O)O)C(=O)N2CCNCC2)nn1 (stereo partly drawn)	1	22%	0%	32%	-10%[59 µM]	-12%	9%	-14%	u
CC(=O)N1CCN(c2ccc(NC(=O)c3ccc4c(c3)OCCO4)cc2Cl)CC1	0	-11%	-3%	15%	19%[0.501 µM]	-20%	2%	-15%	0%
COc1cc(OC)c(NC(=O)c2cc(S(=O)(=O)N3CCCC3)cn2C)cc1Cl	-1	-8%	0%	-1%	-6%[59 µM]	-12%	2%	-13%	-8%
Cc1ccc(NC(=O)c2nc[nH]c2C(=O)NCCN(CCNC(=O)c2[nH]cnc2C(=O)Nc2ccc(C)cc2)CCNC(=O)c2[nH]cnc2C(=O)Nc2ccc(C)cc2)cc1	5	-5%	-2%	27%	x	-6%	-8%	-34%	x
CC(C)[C@H](NC(=O)c1ccccc1F)C(=O)OCC(=O)Nc1sccc1C(N)=O	5	7%	9%	22%	x	-1%	-1%	-12%	x
O=C(c1cccc(N2C(=O)C3C4C=CC(C4)C3C2=O)c1)N1CCCCCC1 (stereo not drawn)	-7	6%	-3%	19%	1.3µM*	-3%	1%	-1%	2%
O=C(NCc1ccco1)c1ccc(Cn2cc([N+](=O)[O-])cn2)o1	4	-2%	-10%	-4%	19%[59 µM]	0%	-6%	-5%	-4%
Cc1cc(-c2nnc(SCC(=O)Nc3ccc(Br)cc3F)n2N)n[nH]1	-2	-4%	23%	40%[activator]	11%	-19%	-7%	8%	-18%
CCCN1CCN(CC(=O)Nc2nnc(CC)s2)CC1	-3	0%	-2%	27%	x	-10%	i	7.1µM*	-2%
O=C(O)C1C2CCC(O2)C1C(=O)Nc1ccc(F)c(Cl)c1 (stereo not drawn)	1	3%	-1%	23%	-20%	-3%	-2%	-2%	-3%
Cc1onc(-c2ccccc2)c1-c1nnc(COC(=O)c2ccc(N(C)C)cc2)o1	-6	3%	x	x	x	-20%	-4%	x	x
CC(=O)Oc1ccc(N(C(C)=O)S(=O)(=O)c2ccc3ccccc3c2)cc1Br	9	7%	1%	-23%	-1%	-8%	0%	u	-21%
CCCCOC(=O)/C=C\C(=O)OCCCC	0	-4%	2%	55%[activator]	24%[59 µM]	-3%	i	5%	-8%
CCN(CC)S(=O)(=O)c1cccc(-c2nnc(SCC(N)=O)n2C)c1	-5	5%	1%	12%	-7%[59 µM]	-14%	i	-8%	-16%
CCS(=O)(=O)c1ccc(N)cc1	1	2%	10%	25%	4µM*	3%	-1%	-25%	1%
CCN1CCN(CC(=O)NC2CCCCC2)C(=O)C1=O	-2	1%	-1%	34%	-2%[59 µM]	0%	-7%	-20%	2%
CCOCc1c(C(=O)Nc2ccccc2N2CCN(C)CC2)oc2ccccc12	4	9%	1%	-9%	u	-10%	3%	-35%	-32%
O=C(O)c1ccc(Nc2ccc(Cl)c(Cl)c2)c([N+](=O)[O-])c1	-3	11%	u	2%	-10%	u	5%	-35%	-37%
COc1ccc(-c2cc(-c3ccccc3)n[nH]2)c(O)c1	1	0%	u	38%	-12%	u	6%	-10%	0%
CN(Cc1ccccn1)C(=O)CC1C(=O)NCCN1Cc1cccc(Oc2ccccc2)c1 (stereo not drawn)	2	2%	u	12%	45µM*	-2%	-5%	-15%	-31%
Cc1ccc(Nc2nnc(-c3ccc4c(c3)OCO4)o2)c(C)c1	-3	-16%	0%	-14%	25µM*	-7%	2%	-11%	-10%
COc1ccc(N(CC(=O)Nc2ccc(C)c(C)c2)C2=NC3CS(=O)(=O)CC3S2)cc1 (stereo not drawn)	1	-5%	-5%	25%	19%	-18%	2%	-7%	-3%
CC(=O)N1CCN(CC(C)(C)NS(=O)(=O)c2ccc(C)cc2)CC1	0	3%	-5%	22%	u	5%	5%	-14%	-7%
COc1ccc(CCNC(=O)CCC(=O)Nc2ccccc2[N+](=O)[O-])cc1OC	2	0%	-4%	41%[activator]	17%	-13%	-1%	-1%	0%
COc1cc(OC)cc(C(=O)NCC(=O)OCC(=O)Nc2cc(S(C)(=O)=O)ccc2Cl)c1	-5	1%	-2%	46%[activator]	24%	-12%	-7%	-12%	-4%
CCc1ccc(O)c(CNCCNCc2cc(CC)ccc2O)c1	-4	14%	0%	19%	29%[2.33 µM]	-25%	-6%	u	u
Cc1cccc[n+]1CC(=O)c1ccc2c(c1)OCCO2	1	9%	-7%	3%	34%[59 µM]	-12%	6%	-16%	-1%
COc1cccc(CNC(=O)CCCc2cn(C)c3ccccc23)c1	-1	7%	-10%	-6%	u	-21%	4%	u	u
NC(=O)c1nsc(C(=O)N(c2ccccc2)C(C(=O)NCC2CCCO2)c2ccc(F)cc2)c1N (stereo not drawn)	-5	-14%	-1%	-6%	23%[59 µM]	-8%	-5%	-21%	4%
O=C(c1cccs1)n1nc(-c2cccnc2)nc1NCc1ccco1	3	-5%	6%	35%	-35%	-16%	i	8%	u
CCOc1ccc(C(=O)c2cn(CC(=O)Nc3cc(OC)cc(OC)c3)c3ccc(F)cc3c2=O)cc1	-1	-8%	125%[activator]	26%	u	u	-8%	-33%	89µM*
Nc1ccccc1-n1nc2ccc3ccccc3c2n1	-3	-2%	x	x	x	-8%	-1%	x	x
CCN1c2ccccc2-c2nc(SCC(=O)Nc3c(C)cc(C)cc3C)ncc2S1(=O)=O	-1	-8%	60%[activator]	2%	1%[59 µM]	-13%	i	-5%	4%
Cc1nnc(SCC(=O)N2CCN(c3ccccc3F)CC2)n1C1CC1	4	-2%	-2%	24%	1%	-12%	0%	2%	10%
C=CC[C@@H](CC(=O)N(CCO)Cc1ccccc1)C(=O)NC[C@H](OC(=O)[C@@H](CC=C)Cc1ccc(F)cc1)c1ccccc1	2	-10%	0%	35%	x	-27%	-4%	-16%	x
COc1ccc(-c2oc3ncn(Cc4ccco4)c(=N)c3c2-c2ccc(OC)cc2)cc1	-9	-11%	17%	-6%	u	-14%	-1%	u	28µM*
N#Cc1nc(COc2ccccc2F)oc1NCCc1ccccc1	12	2%	71%[activator]	-27%	u	3%	-7%	u	u
COc1ccc(CNC(=O)C[C@H]2C(=O)N(CCc3ccccc3)C[C@@H]2Cc2ccccc2)cc1	0	6%	-8%	37%[activator]	-7%	-9%	-9%	-21%	-7%
CN(C)S(=O)(=O)NCCNc1ccc(C(F)(F)F)cc1[N+](=O)[O-]	-1	-9%	7%	4%	5%[12.7 µM]	-25%	i	-19%	-27%
CC(=O)Nc1cccc(C(=O)OC2CCOC2=O)c1 (stereo not drawn)	5	-10%	-11%	56%[activator]	13%	-11%	0%	-1%	-11%
CN1CCN(c2ccc(S(=O)(=O)N3CCCCC3)cc2NC(=O)Cc2ccc(Cl)cc2)CC1	-5	5%	-1%	-2%	u	u	-4%	-28%	-2%
O=C(CN(C1CCCCC1)S(=O)(=O)c1ccc(F)cc1)Nc1ccc2c(c1)OCO2	1	-5%	-3%	-9%	u	-14%	-4%	u	-6%
S=c1[nH]nc(Cn2cnc3ccccc32)n1-c1ccccc1	2	-7%	-6%	-7%	8.9µM*	-17%	-12%	4.5µM*	-15%
O=C(O)CCC(=O)NNC(=O)CCC(=O)Nc1ccccc1	-3	7%	-5%	3%	x	-1%	4%	-4%[11.4 µM]	-10%

Random excerpt: 3 records from the list, in no set order.
SMILES	PI4K2A block	GLS inhibitor	Pin1 inh	HP1b chromo inh	G9a block	POLH inh	Tb PGK inh	JMJD2A Tudor	BAZ2B block
CCCN1CCN(CC(=O)Nc2nnc(CC)s2)CC1	-3	0%	-2%	27%	x	-10%	i	7.1µM*	-2%
CC(=O)N1CCN(CC(C)(C)NS(=O)(=O)c2ccc(C)cc2)CC1	0	3%	-5%	22%	u	5%	5%	-14%	-7%
CCN1CCN(CC(=O)NC2CCCCC2)C(=O)C1=O	-2	1%	-1%	34%	-2%[59 µM]	0%	-7%	-20%	2%
